D3 ag: qHTS of D3 Dopamine Receptor Agonist: qHTS; D(3) dopamine receptor (Homo sapiens), P35462; D3R DiscoveRx beta-arrestin cells, luminescence, 90 min; max activation, %; hit rate 0.58% among 410,000; in the data active = max activation above about 30%; note: 0% is about no effect; mostly tested at two doses, the higher about 12 µM
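Agonist-mode cell screen: cells plated at 1500/well and incubated overnight at 37 °C, then exposed to library compounds for 90 min at 37 °C. Detection reagent was added for 30–60 min at room temperature, and luminescence was read.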
pAkt inh: HTS Assay for Inhibitors of Akt Phophorylation: Primary Screen; Neuro2A IGF-stimulated pAkt S473 HTRF, 20 min; stronger effect = lower value; hit rate 0.32% among 360,000; activity change, % for hits at 50 µM; AID 651550, 2012; in the data active = activity change below about -80%; inconclusive = mostly about -51% to -80%; note: % is set by controls: 0 for no effect and ±100 for the full control effect
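Single-point screen (50 µM final compound) in Neuro2A cells stimulated 20 min with 6 nM IGF at 37 deg C. After lysis, Ser473-phosphorylated Akt read by HTRF (ex 330 nm, em 615/665 nm) as the 665/615 ratio.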
CCT chaperon mod: High-Throughput Screening for Modulators of Cytosolic Chaperonin Activity. purified chaperonin ATPase assay, HTRF ADP detection, 30 min. activity change, % (concentration not given with the values), hits read low. hit rate 0.3% among 360,000. AID 651819, 2012; in the data active = activity change below about -30%; note: % is set by controls: 0 for no effect and ±100 for the full control effect
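We incubate TRiC, 40 or 20 nM final, with library compounds at 76 uM and 10 uM ATP for 30 min at 37 °C. ADP formed is detected with Transcreener HTRF reagents after 30 min at room temperature.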
EPAC2 antag: qHTS for Antagonist of cAMP-regulated guanine nucleotide exchange factor 2 (EPAC2): primary screen; EPAC2 GEF exchange of Rap1B-BODIPY-GDP, fluorescence; AID 720708, 2013; Potency, µM (titrated, usually from 114 µM), for the others: at the top dose activity, negative = inhibition, usual class: inhibitors; hit rate 0.18% among 360,000; note: potency is the fitted concentration of half-maximal effect; % is set by controls: 0 for no effect and ±100 for the full control effect; nearly all actives have a fitted effect of over 45% in size; many of its hits are not listed in these tables
D3 antag: qHTS of D3 Dopamine Receptor Antagonist: qHTS. D(3) dopamine receptor (Homo sapiens), P35462. D3R cells, DiscoveRx beta-arrestin luminescence, antagonist mode; stronger effect = lower value. max response, negative = inhibition, %. hit rate 2.5% among 360,000; in the data active = max response below about -50%; inconclusive = no clear call, values can overlap the other calls; note: % is set by controls: 0 for no effect and ±100 for the full control effect; mostly tested at two doses, the higher about 12 µM
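Cells expressing the human receptor were seeded at 1500 cells/well, incubated overnight at 37 degrees C in 5% CO2, then exposed to library compounds with dopamine controls for 90 minutes at 37 degrees C before luminescent detection.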
EPAC2 ag: qHTS for Agonist of cAMP-regulated guanine nucleotide exchange factor 4 (EPAC2): primary screen; AID 720711, 2013; EPAC2 activation, biochemical qHTS; response scale: 100% = 6.5 mM cAMP response; Rap guanine nucleotide exchange factor 4 (Homo sapiens), Q8WZA2; Potency, µM (top dose mostly 154 µM), for inactives: top-dose activation, usual class: activators; hit rate 0.079% among 360,000; note: potency is the fitted concentration of half-maximal effect; nearly all actives have a fitted effect of over 50% in size
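Exchange assay: 100 nM EPAC2 with 250 nM Rap1B-BODIPY-GDP and 50 uM GDP. Fluorescence (ex 480/em 540 nm) read every 5 min for 30 min at room temperature. Data normalized to 6.5 mM cAMP as agonist control.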
MmCpn inh: Inhibitors of TCP-1 ring complex (TRiC) of Methanococcus maripaludis (MmCpn): qHTS | Potency, µM (series often up to 76.9 µM), for the others: at the top dose activity, negative = inhibition, hits mostly inhibitors | purified Mm-Cpn ATPase, ADP Transcreener TR-FRET | Chaperonin Mm-Cpn (Methanococcus maripaludis) | hit rate 0.031% among 330,000 | AID 504842, 2011; note: potency is the fitted concentration of half-maximal effect; % is set by controls: 0 for no effect and ±100 for the full control effect; nearly all actives have a fitted effect of over 80% in size
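Measured: ADP formation by purified Mm-CPN. Conditions: 25 nM protein, 10 uM ATP, Tris pH 7.4 with Mg2+, K+ and DTT, 37°C for 30 min. Detection: Transcreener HTRF after 30 min at room temperature.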
PTHR1 ag: qHTS for PTHR1 Agonists: Primary Screen | Parathyroid hormone/parathyroid hormone-related peptide receptor (Homo sapiens), Q03431 | HEK293 GP2 PTHR1 cells, GloSensor cAMP luminescence, 1 h | Potency, µM (doses to about 115 µM), for inactives: top-dose activation, hits mostly activators | hit rate 0.075% among 410,000; note: potency is the fitted concentration of half-maximal effect; nearly all actives have a fitted effect of over 55% in size; some results filed as inactive show a strong effect at the top dose; inactives centre near -15; many of its hits are not listed in these tables
Target sequence (Q03431 whole entry, looked up): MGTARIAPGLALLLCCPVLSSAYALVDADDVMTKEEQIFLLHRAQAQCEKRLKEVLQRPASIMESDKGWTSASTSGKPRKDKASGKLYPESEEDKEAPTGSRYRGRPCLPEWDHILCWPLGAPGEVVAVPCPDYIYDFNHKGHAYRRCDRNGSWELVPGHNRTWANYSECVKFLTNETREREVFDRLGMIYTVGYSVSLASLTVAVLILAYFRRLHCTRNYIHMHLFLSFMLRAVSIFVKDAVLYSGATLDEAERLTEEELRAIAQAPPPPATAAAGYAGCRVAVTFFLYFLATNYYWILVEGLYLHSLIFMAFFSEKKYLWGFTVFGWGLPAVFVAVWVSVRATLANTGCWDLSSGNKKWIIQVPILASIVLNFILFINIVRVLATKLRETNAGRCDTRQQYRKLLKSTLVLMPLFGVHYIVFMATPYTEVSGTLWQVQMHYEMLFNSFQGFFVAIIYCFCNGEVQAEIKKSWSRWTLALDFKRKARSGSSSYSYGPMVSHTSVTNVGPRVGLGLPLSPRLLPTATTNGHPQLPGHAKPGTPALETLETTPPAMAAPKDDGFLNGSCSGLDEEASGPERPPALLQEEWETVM
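HEK-293-derived GP2 cells expressing PTHR1 and a GloSensor cAMP reporter, 3,000/well, plated overnight, given luciferin plus IBMX (each 0.5 mM as added) for 1 h at 37 °C, then compound for 1 h at 37 °C. Luminescence was read after 15 min at room temperature.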
* marks the source's active call; other numbers are inactive results; i = inactive; ? = inconclusive; nt = no result given; & = joins results of further samples; [ ] = dose if it differs, or a comment. Unless noted, calls come from the whole dose curve; as a rule, active = well fitted curve in the direction sought with a large enough effect; inconclusive = small, poorly fitted or top-dose-only effect, or another doubt; inactive = no such curve, though single readings can be large; an effect the other way counts as inactive or inconclusive. These rows are one share of the data; count on the stated rates, not on these rows.

SMILES | D3 ag | pAkt inh | CCT chaperon mod | EPAC2 antag | D3 antag | EPAC2 ag | MmCpn inh | PTHR1 ag
O=C(O)Cc1ccc(NC(=O)c2cccs2)cc1 | 6 | i | -3.0 | 7% | 7 | 3% | 2% | i
COc1ccc(-c2csc(NC(C)c3nc4cc(Cl)c(N5CCCCC5)cc4n3CCOCCO)n2)cc1 (centres undefined) | -8 | i | 1.1 | 1% | 1 | 11% | nt | i
CCOc1ccc(-c2cc(CCCC(=O)Nc3cc(OC)ccc3OC)no2)cc1 | 11 | i | -2.5 | 1% | -16 | -4% | -2% | i
CCCC1CCc2[nH]nc(C(=O)NN)c2C1 (centres undefined) | -12 | i | 0.5 | 7% | -26 | -4% | 1% | -34%
COc1ccc(C(=O)NCCS(=O)(=O)NCc2ccco2)cc1 | -11 | i | 1.7 | 11% | -7 | -4% | 0% | 0%
Cc1[nH]c2ccccc2c1CN1CCc2ccccc2C1 | -27 | i | 3.5 | 15% | ? | 5% | -4% | i
CC1CN(CCOc2ccccc2C(C)C)CC(C)O1 (centres undefined) | -26 | i | 1.8 | -21% | -69* | 1% | 2% | -24%
CCN=C1SC(CC(=O)NC(C)c2ccccc2)C(=O)N1CC (centres undefined) | 3 | i | -0.8 | -2% | -7 | 5% | 3% | i
N=c1c(C(=O)NCc2ccc(F)cc2)cc2c(=O)n3ccccc3nc2n1CCCN1CCOCC1 | 0 | i | 1.4 | 26% | -19 | 10% | 0% | -1%[57.5 µM]
COc1cccc(OCc2cc(C(=O)N3CCNC(=O)C3Cc3ccccc3)no2)c1 (centres undefined) | 9 | i | 0.2 | 0% | 2 | 5% | 2% | -7%
COc1ccc(CN2C(=O)C(CC(=O)NCc3ccco3)CC(C(=O)N3CCOCC3)=C2C)cc1 (centres undefined) | 10 | i | 1.8 | -1% | 3 | 14% | nt | -18%
CCOC(=O)Cc1csc(N/N=C\c2cccc(Br)c2)n1 | 3 | i | 0.2 | 17% | 20 | 2% | -3% | -6%
CCc1nc2ccccc2c(C(=O)OC2CCOC2=O)c1C (centres undefined) | 4 | i | -1.4 | 9% | -5 | -2% | 0% | i
Cc1cc(C)c2cc(C=O)c(Cl)nc2c1 | -6 | i | -2.7 | 3% | ? | -1% | 2% | i
Cc1ccc(C(=O)N/C(=C\C=C\c2ccccc2)C(=O)NCc2ccco2)cc1 | -1 | i | 0.7 | 8% | 5 | -4% | 0% | 0%
C/C=C/c1ccc(OCCCN2C(=O)NC(C)(C)C2=O)c(OC)c1 | 3 | i | -1.9 | 0% | -20 | 9% | 0% | i
Cc1nc2c3cc(F)ccc3n(Cc3ccccc3)c2s1 | -3 | i | -0.5 | -9% | -3 | 9% | 0% | -4%
CC(C)N1CCC(=NNc2ccc([N+](=O)[O-])cc2S(=O)(=O)N2CCOCC2)CC1 | -11 | i | 0.2 | -2% | -15 | 10% | 0% | 2%
CC(C)CNC(=O)COC(=O)c1ccc(Cl)c(S(=O)(=O)N2CCc3ccccc32)c1 | -5 | i | 2.4 | ? | -5 | -1% | -6% | i
O=C(O)CCC(=O)NCCn1c(-c2ccccc2)csc1=Nc1ccccc1 | 7&-7 | i | -2.0&2.4 | 2%&5% | -1&0 | 5%&3% | 0% | i
CCN(C(=O)CCS(=O)(=O)c1cc2c(cc1Cl)NC(=O)CO2)c1ccccc1 | 4 | i | 1.1 | -7% | 24 | 10% | 0% | i
COc1ccc(OC)c(/C=N/NC(=O)c2cccc3ccccc23)c1 | 11 | i | -1.3 | 2% | 0 | 11% | nt | -14%
O=C(Nc1cc(-c2ccccc2)[nH]n1)c1ccccc1F | -5 | i | -2.8 | 5% | -1 | 11% | -1% | -27%
O=c1[nH][nH]c(=O)c2c(NS(=O)(=O)c3ccccc3)cccc12 | 8 | i | 0.5 | 9% | 13 | 8% | -1% | -96%[inhibitor]
COc1ccc(C2=NOC(Cn3nc(C(=O)NCC4CC4)cc3-c3ccccc3)C2)cc1 (centres undefined) | -1 | i | -0.4 | -14% | 24 | 15% | 0% | -12%
O=C(N/N=C\c1cc(Br)ccc1O)c1ccc(S(=O)(=O)N2CCCCC2)cc1 | -10 | i | 2.0 | 7% | 22 | 4% | -2% | -17%

In the list so far, two have a COOH group:
SMILES | D3 ag | pAkt inh | CCT chaperon mod | EPAC2 antag | D3 antag | EPAC2 ag | MmCpn inh | PTHR1 ag
O=C(O)Cc1ccc(NC(=O)c2cccs2)cc1 | 6 | i | -3.0 | 7% | 7 | 3% | 2% | i
O=C(O)CCC(=O)NCCn1c(-c2ccccc2)csc1=Nc1ccccc1 | 7&-7 | i | -2.0&2.4 | 2%&5% | -1&0 | 5%&3% | 0% | i

Some values from the entries so far:
COc1ccc(C(=O)NCCS(=O)(=O)NCc2ccco2)cc1 in MmCpn inh = 0%
COc1ccc(C2=NOC(Cn3nc(C(=O)NCC4CC4)cc3-c3ccccc3)C2)cc1 (centres undefined) in EPAC2 antag = -14%

Complete entries from above. Screens in order: D3 ag | pAkt inh | CCT chaperon mod | EPAC2 antag | D3 antag | EPAC2 ag | MmCpn inh | PTHR1 ag
COc1ccc(-c2csc(NC(C)c3nc4cc(Cl)c(N5CCCCC5)cc4n3CCOCCO)n2)cc1 (centres undefined) in the list: -8 | i | 1.1 | 1% | 1 | 11% | nt | i
COc1ccc(CN2C(=O)C(CC(=O)NCc3ccco3)CC(C(=O)N3CCOCC3)=C2C)cc1 (centres undefined) in the list: 10 | i | 1.8 | -1% | 3 | 14% | nt | -18%
O=C(Nc1cc(-c2ccccc2)[nH]n1)c1ccccc1F in the list: -5 | i | -2.8 | 5% | -1 | 11% | -1% | -27%
Cc1[nH]c2ccccc2c1CN1CCc2ccccc2C1 in the list: -27 | i | 3.5 | 15% | ? | 5% | -4% | i
CCCC1CCc2[nH]nc(C(=O)NN)c2C1 (centres undefined) in the list: -12 | i | 0.5 | 7% | -26 | -4% | 1% | -34%
